Chronic BCR inh = qHTS Assay to Find Inhibitors of Chronic Active B-Cell Receptor Signaling; ABC-DLBCL IkBa-CBG/CBR reporter, luminescence ratio, 4 h; Potency, µM (top dose mostly 46.1 µM), inactives show at the highest dose ratio change, negative = lower green/red ratio, actives largely listed as inhibitors; actives 0.05% (n = 340,000); active means well fitted inhibition curve with a large enough effect in the signal ratio, with a control signal flat, not every such curve was filed as active; inconclusive means small, poorly fitted or top-dose-only effect, or effect the other way, or a change in a side signal; the % refers to the signal ratio;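 further: potency means the concentration at half of the fitted maximal effect; plate controls were basal doxycycline-induced cells for no effect and cells given 10 µM MG132 for full effect; MG132 reads +100%, hits lower the ratio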
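Concentration-response series (up to 46 uM) were applied to TMD8 dual-reporter cells for 4 h at 37C with doxycycline. Green/red ratio, after filter-overlap correction, defined %Activity; red signal alone was normalised to basal cells and zero luminescence.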
TSHR antagonist = Antagonists of the Thyroid Stimulating Hormone Receptor: HTS campaign; Thyrotropin receptor (Homo sapiens), P16473; TSHR-expressing cells, TSH-stimulated cAMP HTRF, 2 h; hits give low values; activity change, negative = inhibition, % at 11.5 µM; actives 0.2% (n = 330,000);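 active means activity change below a set negative limit, meaning inhibition stronger than a set level, cut at about -70% in these data; inconclusive means activity change between two set negative limits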; further: on the % scale 0 is the no-effect control and ±100 the full control effect
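Read-out is FRET at 665 nm (cryptate excitation 337 nm) from a cryptate-tagged anti-cAMP antibody, competed by cell cAMP against cAMP-d2. Compounds are tested on freshly harvested TSHR cells challenged with 4nM TSH (EC80) for 2 hours at 37 deg C.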
S-ASM inh = Inhibitors of Secretory Acid Sphingomyelinase (S-ASM): qHTS | Sphingomyelin phosphodiesterase (Homo sapiens), P17405 | placental ASM, HMU-PC fluorogenic substrate, 60 min | Potency, µM (titrated, usually from 57.5 µM), for the others: at the top dose activity change, negative = inhibition, usual class: inhibitors | actives 0.006% (n = 340,000) | AID 504937, 2011; further: potency means the concentration at half of the fitted maximal effect
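Steps: dispense placental human ASM, pin compound, wait 10 min at room temperature, add HMU-PC0 substrate at 9 uM final, incubate 60 min at 37 °C, add stop solution raising pH to 10, read fluorescence.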
TCR activator = Activators of T cell receptors: qHTS campaign | primary human leukocytes, anti-CD3, IL-2 HTRF, 48 h | Potency, µM (series often up to 9.22 µM), for the others: top-dose activation of IL-2 secretion, actives largely listed as activators | 330,000 tested, under 10 active | AID 504894, 2011; further: % of control where 0% means no effect
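IL-2 release read by HTRF sandwich (Eu cryptate donor, d2 acceptor, 665 nm emission) after 48 hr exposure of primary human leukocytes to compound together with anti-CD3 beads in the absence of co-stimulatory signals.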
TSG101-PTAP inh = qHTS Assay for Iinhibitors of HIV-1 Budding by Blocking the Interaction of PTAP/TSG101; Potency, µM (top dose mostly 115 µM), inactives show at the top dose activity change, negative = inhibition, most hits filed as inhibitors; Tumor susceptibility gene 101 protein (Homo sapiens), Q99816; 340,000 tested, under 10 active; Fluorescence polarization, FITC-PTAP peptide / Tsg101 binding; active means well fitted inhibition curve with a large enough effect in the main read-out, with a control signal flat, not every such curve was filed as active; inconclusive means small, poorly fitted or top-dose-only effect, or effect the other way, or a change in a side signal; inactive means no such curve, though single readings can be large or run the other way; further: potency means the concentration at half of the fitted maximal effect; % of control where 0% means no effect
Target sequence (Q99816 whole entry, looked up): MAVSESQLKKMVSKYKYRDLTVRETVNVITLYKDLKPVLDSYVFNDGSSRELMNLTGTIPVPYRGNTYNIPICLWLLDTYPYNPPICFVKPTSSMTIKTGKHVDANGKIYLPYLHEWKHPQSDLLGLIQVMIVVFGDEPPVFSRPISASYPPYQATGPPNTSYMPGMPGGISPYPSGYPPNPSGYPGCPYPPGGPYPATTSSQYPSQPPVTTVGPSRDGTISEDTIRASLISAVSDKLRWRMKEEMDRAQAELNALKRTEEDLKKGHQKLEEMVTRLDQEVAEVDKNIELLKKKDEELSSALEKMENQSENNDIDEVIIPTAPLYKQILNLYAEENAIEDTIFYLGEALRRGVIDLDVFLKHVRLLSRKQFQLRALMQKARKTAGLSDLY
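Fluorescence anisotropy tracks displacement of a FITC-tagged PTAP peptide (50 nM) from the Tsg101 binding domain (10 uM), following a 20 min room-temperature incubation at pH 7.5.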
Mito fusion act = qHTS Assay for Small Molecule Inhibitors of Mitochondrial Division or Activators of Mitochondrial Fusion. S. cerevisiae fusion-defective mutant growth rescue, CellTiterGlo 48 h. AID 485298, 2010. Potency, µM (highest dose often 46.1 µM), without a hit: top-dose growth rescue (activation), hits mostly activators. actives 0.23% (n = 320,000);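 further: potency means the concentration at half of the fitted maximal effect; % of control where 0% means no effect; nearly all actives have a fitted effect of over 45% in size; temperature-sensitive fusion mutants such as fzo1-1 at 37 °C on non-fermentable ethanol glycerol medium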
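Compounds are tested for their ability to restore growth of mitochondrial fusion-defective yeast strains at non-permissive 37C in YPEG medium over 48 hours. Viability is quantified by luciferase luminescence.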
ELG1 repair inh = qHTS screen for small molecules that inhibit ELG1-dependent DNA repair in human embryonic kidney (HEK293T) cells expressing luciferase-tagged ELG1. AID 504467, 2011. actives 2.3% (n = 330,000). HEK293T ELG1-luciferase reporter, luminescence, 16 h; DNA damage induced by 5-fluorouridine. Potency, µM (highest dose often 46.1 µM), inactives show top-dose activity change, negative = inhibition, usual class: inhibitors; further: potency means the concentration at half of the fitted maximal effect; on the % scale 0 is the no-effect control and ±100 the full control effect; nearly all actives have a fitted effect of over 55% in size
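In this reporter screen, reduction of luminescence relative to DMSO vehicle indicated activity. Compounds and 5-fluorouridine were added together to 2,000 cells per well, incubated for 16 hr at 37 °C, then developed with ONE-Glo.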
Eya2 inh = qHTS Assay for Inhibitors of the Phosphatase Activity of Eya2; Protein phosphatase EYA2 (Homo sapiens), O00167; recombinant Eya2, OMFP fluorescence dephosphorylation (OMFP is methylfluorescein phosphate); Potency, µM (top dose mostly 76.9 µM), inactives show at the top dose activity, negative = inhibition, usual class: inhibitors; actives 0.006% (n = 330,000); AID 488837, 2010; further: potency means the concentration at half of the fitted maximal effect; on the % scale 0 is the no-effect control and ±100 the full control effect
Target sequence (O00167 whole entry, looked up): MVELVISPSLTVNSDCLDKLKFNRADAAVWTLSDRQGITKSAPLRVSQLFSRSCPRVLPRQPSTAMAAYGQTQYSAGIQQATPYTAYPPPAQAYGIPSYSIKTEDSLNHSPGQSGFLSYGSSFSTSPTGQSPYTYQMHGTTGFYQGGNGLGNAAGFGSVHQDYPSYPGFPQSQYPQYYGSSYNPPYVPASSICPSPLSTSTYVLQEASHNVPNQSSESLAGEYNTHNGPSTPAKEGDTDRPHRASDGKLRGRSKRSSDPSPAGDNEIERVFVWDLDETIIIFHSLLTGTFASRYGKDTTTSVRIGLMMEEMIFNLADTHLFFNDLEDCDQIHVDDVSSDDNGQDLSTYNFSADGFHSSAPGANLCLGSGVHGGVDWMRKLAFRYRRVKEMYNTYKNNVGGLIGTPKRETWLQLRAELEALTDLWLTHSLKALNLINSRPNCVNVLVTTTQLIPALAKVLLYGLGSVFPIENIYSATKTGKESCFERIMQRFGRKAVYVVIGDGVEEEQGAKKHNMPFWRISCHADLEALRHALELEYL
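Eya2 protein (added as 0.2 uM solution) was preincubated with compound for 10 min at ambient temperature in 50 mM HEPES pH 7.5, 50 mM NaCl, 5 uM MgCl2, 0.05% BSA, 1 mM DTT. OMFP (added at 50 uM) then reacted 10 min; fluorescence read at 485/525 nm.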
Tb PFK inh = qHTS Assay to Find Inhibitors of T. brucei phosphofructokinase. actives 0.17% (n = 330,000). Potency, µM (highest dose often 57.5 µM), for inactives: at the top dose activity, negative = inhibition, actives largely listed as inhibitors. AID 485367, 2010. T. brucei PFK, ADP-Glo luminescence. ATP-dependent 6-phosphofructokinase (Trypanosoma brucei brucei), O15648;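 further: potency means the concentration at half of the fitted maximal effect; 0% = uninhibited 1x PFK enzyme wells and -100% = no-enzyme wells; nearly all actives have a fitted effect of over 60% in size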
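ADP-Glo luminescence quantified ADP after 45 min at room temperature, with 1.25 nM T. brucei PFK, 0.1 mM ATP and 0.5 mM fructose-6-phosphate in pH 8.0 TEA buffer. qHTS titrations up to 57 µM; curves classified by quality.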
AT treatment = qHTS Assay for Identifying a Potential Treatment of Ataxia-Telangiectasia; […] A-T fibroblasts, KAP-1 phosphorylation AlphaLISA; neocarzinostatin DNA damage 30 min before lysis; Potency, µM (top dose mostly 57.5 µM), for the others: at the top dose activation, hits mostly activators; actives 0.19% (n = 320,000); further: potency means the concentration at half of the fitted maximal effect; % of control where 0% means no effect; nearly all actives have a fitted effect of over 45% in size
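ATM-like activity read as KAP-1 phosphorylation via AlphaLISA donor/acceptor antibody pairs after lysis and 6 hr at 25C. Cells were ATM-null patient fibroblasts ([…], hTERT), dosed 60 min, then exposed to the DSB inducer NCS for 30 min.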
Integrin act MD = qHTS for Activators of Integrin-Mediated Alleviation for Muscular Dystrophy | actives 0.064% (n = 350,000) | alpha7betagal myoblasts, beta-gal FDG fluorescence, 48 h | Potency, µM (series often up to 38.3 µM), inactives show top-dose activation, actives largely listed as activators;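 further: potency means the concentration at half of the fitted maximal effect; 100% = response of the positive control SU9516; nearly all actives have a fitted effect of over 60% in size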
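Alpha7betagal+/- myoblasts (passage 13) were plated 16-24 hr, then exposed to compounds (1:260 dilution of DMSO stock) for 48 hours at 37C. After MPER lysis, β-galactosidase reporter activity was read as FDG fluorescence (ex 480/em 540) after 30 minutes.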
Active calls of the source: *; [ ] = another dose, or the depositor's remark. Unless noted, the call rests on the fitted dose curve; in most records, active means well fitted curve in the direction sought with a large enough effect; inconclusive means small, poorly fitted or top-dose-only effect, or another doubt; inactive means no such curve, though single readings can be large; an effect the other way counts as inactive or inconclusive.

What do the screens show for `O=C1c2ccccc2C(=O)c2c1cccc2N1CCN(Cc2ccccc2)CC1`?
Chronic BCR inh: 1.2%; TSHR antagonist: 1.7; S-ASM inh: -10.0%; TCR activator: 1.3%; TSG101-PTAP inh: -0.8%; Mito fusion act: 4.8%; ELG1 repair inh: -15.9%; Eya2 inh: -4.1%; Tb PFK inh: -2.1%; AT treatment: -11.8%; Integrin act MD: -18.4%

What do the screens show for `Cc1noc(C(=O)N2CCN(c3ccc(F)cc3)CC2)c1Cl`?
Chronic BCR inh: -7.9%; TSHR antagonist: 6.0; S-ASM inh: 2.5%; TCR activator: -2.0%[46.1 µM]; TSG101-PTAP inh: -6.2%; Mito fusion act: -0.5%; ELG1 repair inh: 4.0%; Eya2 inh: -16.4%; Tb PFK inh: -7.3%; AT treatment: -6.4%; Integrin act MD: 8.7%

Results for CCCc1nnc(SCC(=O)Nc2cccc(C(F)(F)F)c2)o1 ?
Chronic BCR inh: 2.5%; TSHR antagonist: 24.6; S-ASM inh: -1.6%; TCR activator: -6.0%; TSG101-PTAP inh: 3.2%; Mito fusion act: -4.6%; ELG1 repair inh: -3.9%; Eya2 inh: -8.9%; Tb PFK inh: 0.4%; AT treatment: 2.2%; Integrin act MD: 5.3%

Results for FC(F)(F)c1cc(C(F)(F)F)c2ccc(N3CCN(c4ccc(Cl)cc4)CC3)nc2n1 ?
Chronic BCR inh: -0.2%; TSHR antagonist: 0.2; S-ASM inh: 2.1%; TCR activator: 7.2%; TSG101-PTAP inh: -3.0%; Mito fusion act: 1.2%; ELG1 repair inh: -0.9%; Eya2 inh: 21.7%; Tb PFK inh: -0.4%; AT treatment: 1.6%; Integrin act MD: 2.4%

Results for O=C(c1cc2n(n1)C(C(F)(F)F)CC(c1ccco1)N2)N1CCN(c2ccccn2)CC1 (stereo not given) ?
Chronic BCR inh: 0.0%; TSHR antagonist: 8.9; S-ASM inh: 0.3%; TCR activator: -3.5%; TSG101-PTAP inh: -1.6%; Mito fusion act: 2.2%; ELG1 repair inh: -23.6%; Eya2 inh: 1.3%; Tb PFK inh: 2.1%; AT treatment: 2.4%; Integrin act MD: -22.1%

What do the screens show for `CN(CC(=O)NCc1ccc2c(c1)OCO2)S(=O)(=O)c1ccc(Br)s1`?
Chronic BCR inh: inconclusive; TSHR antagonist: -11.4; S-ASM inh: 1.6%; TCR activator: 8.5%; TSG101-PTAP inh: 0.1%; Mito fusion act: 5.2%; ELG1 repair inh: -4.7%; Eya2 inh: 0.0%; Tb PFK inh: -1.8%; AT treatment: 16.6%; Integrin act MD: 18.0%

What do the screens show for `O=S(=O)(c1ccc(F)cc1)N1CCN(C(=S)NCc2ccco2)CC1`?
Chronic BCR inh: -0.2%; TSHR antagonist: 4.3; S-ASM inh: 0.3%; TCR activator: -8.0%[46.1 µM]; TSG101-PTAP inh: 0.5%; Mito fusion act: -3.2%; ELG1 repair inh: 15.1%; Eya2 inh: 0.4%; Tb PFK inh: 0.4%; AT treatment: -1.9%; Integrin act MD: 21.1%

What do the screens show for `C=CCc1ccccc1OCC(CN1CCCCC1)OC(C)=O` (stereo not given)?
Chronic BCR inh: inconclusive; TSHR antagonist: 0.2; S-ASM inh: 2.1%; TCR activator: 2.4%; TSG101-PTAP inh: -1.2%; Mito fusion act: -1.3%; ELG1 repair inh: -10.5%; Eya2 inh: 21.8%; Tb PFK inh: 2.7%; AT treatment: 3.5%; Integrin act MD: 0.0%

What do the screens show for `Cc1nnc(SCC(=O)c2c(N)n(Cc3ccccc3)c(=O)n(C)c2=O)n1C`?
Chronic BCR inh: 9.1%; TSHR antagonist: -4.2; S-ASM inh: -0.7%; TCR activator: -0.6%; TSG101-PTAP inh: -2.5%; Mito fusion act: -2.9%; ELG1 repair inh: 11.5%; Eya2 inh: 10.0%; Tb PFK inh: 3.7%; AT treatment: 1.4%; Integrin act MD: inconclusive

What do the screens show for `O=C(NC(=S)Nc1ccc(Cc2ccncc2)cc1)c1ccccc1`?
Chronic BCR inh: inconclusive; TSHR antagonist: -18.4; S-ASM inh: 0.0%; TCR activator: -6.8%[46.1 µM]; TSG101-PTAP inh: -7.1%; Mito fusion act: 5.4%; ELG1 repair inh: -10.1%; Eya2 inh: -0.2%; Tb PFK inh: 5.8%; AT treatment: 0.4%; Integrin act MD: 28.7%

Results for Cc1ccc(C(=O)NCC(=O)N2CCN(c3ccccc3)CC2)cc1 ?
Chronic BCR inh: 1.2%; TSHR antagonist: -2.9; S-ASM inh: 1.4%; TSG101-PTAP inh: -10.0%; Mito fusion act: 1.8%; ELG1 repair inh: 2.9%; Eya2 inh: 0.7%; Tb PFK inh: 1.8%; AT treatment: -7.2%; Integrin act MD: inconclusive

How did COCCn1c(SCC(=O)N2CCOCC2)nc2c(c1=O)SCC2 do in these assays?
Chronic BCR inh: 1.2%; TSHR antagonist: 5.6; TCR activator: 12.5%; TSG101-PTAP inh: -1.9%; Mito fusion act: -1.3%; ELG1 repair inh: 9.5%; Eya2 inh: -2.0%; Tb PFK inh: 0.5%; AT treatment: 7.1%; Integrin act MD: 7.3%

How did CC(=O)C1=C(O)C=C(c2ccco2)CC1c1ccco1 (stereo not given) do in these assays?
Chronic BCR inh: -7.8%; TSHR antagonist: -2.3; S-ASM inh: 1.7%; TCR activator: -3.9%; TSG101-PTAP inh: -1.1%; Mito fusion act: 6.4%; ELG1 repair inh: -2.7%; Eya2 inh: -5.5%; Tb PFK inh: -0.2%; AT treatment: -10.7%; Integrin act MD: -1.7%

How did Cc1ccc(Cl)cc1NC(=O)CCS(=O)(=O)c1cccc2nonc12 do in these assays?
Chronic BCR inh: 1.2%; TSHR antagonist: -9.1; S-ASM inh: -8.3%; TCR activator: -3.4%; TSG101-PTAP inh: 2.7%; Mito fusion act: -0.7%; ELG1 repair inh: 0.8%; Eya2 inh: 6.8%; Tb PFK inh: 0.1%; AT treatment: 4.7%; Integrin act MD: -10.2%

What do the screens show for `O=C(NCCc1ccccc1)C(=O)Nc1ccc([N+](=O)[O-])cc1`?
Chronic BCR inh: inconclusive; TSHR antagonist: 0.9; S-ASM inh: -1.2%; TCR activator: 2.5%; TSG101-PTAP inh: -4.8%; Mito fusion act: 9.4%; ELG1 repair inh: 5.0%; Eya2 inh: -10.9%; Tb PFK inh: -5.0%; AT treatment: 0.6%; Integrin act MD: 16.4%

Results for Cc1ccccc1C(=O)Nc1ccnn1C1CCN(Cc2ccncc2)CC1 ?
Chronic BCR inh: -6.1%; TSHR antagonist: -7.7; S-ASM inh: -1.1%; TCR activator: -2.5%; TSG101-PTAP inh: -4.1%; Mito fusion act: 2.3%; ELG1 repair inh: inconclusive; Eya2 inh: 0.1%; Tb PFK inh: 0.6%; AT treatment: 8.3%; Integrin act MD: 7.9%

What do the screens show for `CCCCNC(=O)N1CCC(CCC(=O)N(C)Cc2ccccc2)CC1`?
Chronic BCR inh: -0.1%; TSHR antagonist: 17.0; S-ASM inh: 0.7%; TSG101-PTAP inh: -1.2%; Mito fusion act: 0.5%; ELG1 repair inh: -0.5%; Eya2 inh: 0.3%; Tb PFK inh: 1.8%; AT treatment: 0.4%; Integrin act MD: -30.2%

Results for Cc1nn(C)c(C)c1NS(=O)(=O)c1ccccc1Cl ?
Chronic BCR inh: 3.3%; TSHR antagonist: 8.4; S-ASM inh: 5.7%; TCR activator: -5.3%; TSG101-PTAP inh: -7.5%; Mito fusion act: -1.1%; ELG1 repair inh: 9.4%; Eya2 inh: 11.5%; Tb PFK inh: -0.8%; AT treatment: 12.9%; Integrin act MD: -25.1%
